Screens deposited in PubChem by several laboratories.
phage Ecoli inh – growth loss of phage-infected E. coli, primary screen, RecBCD inhibitor project, absorbance, with phage, HTS; hit rate 0.26% among 360,000; inhibition, % at 11.9 µM; AID 651602, 2012; in the data active = inhibition above about 11%
AddAB inh – growth inhibition of E. coli expressing H. pylori AddAB, primary screen, AddAB inhibitor project, absorbance | hit rate 0.29% among 330,000 | AID 435030, 2010 | inhibition, % at 11.9 µM; in the data active = inhibition above about 12%;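 also: 0% = vehicle wells of infected cells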
PfHsp90 yeast 2 – growth inhibition of PfHsp90-expressing yeast, primary screen, antimalarial PfHsp90 inhibitor project, S. cerevisiae, BacTiter-Glo luminescence, single point, set 2; hit rate 0.32% among 310,000; inhibition, % at 9.4 µM; BacTiter-Glo ATP, 48 h; yeast lacking PDR1 and PDR3 efflux regulators;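 active = every replicate shows inhibition above about 80%, whatever the replicate mean, limit read from the data; inconclusive = mean inhibition reaches the set limit but some replicate falls short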;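 also: 0% = DMSO neutral controls and 100% = 20 µM radicicol positive controls; yeast relying on Plasmodium falciparum Hsp90 in place of its own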
OPRM1-OPRD1 ag – agonists of OPRM1-OPRD1 heterodimerization, primary screen, cell-based, luminescence; cells; activation, % at 9.3 µM; hit rate 0.3% among 340,000; in the data active = activation above about 18%;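 also: 0% = vehicle-treated cells and 100% = reference agonist; values of inactives mirror those of a sister screen read the other way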
PKA-R2B activ – activators of PKA-R2B holoenzyme, primary screen, biochemical, fluorescence polarization, Cy5-IP20, human. cAMP-dependent protein kinase catalytic subunit beta (Homo sapiens) + cAMP-dependent …. hit rate 0.079% among 340,000. activation, % at 11.4 µM. AID 504700, 2011. PKA-R2B holoenzyme dissociation; R2B truncated from residue 108, S112A mutant; 0% DMSO only, 100% 113 µM cGMP;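 active = activation above a cutoff set at the mean over all compounds plus 3 SD, cut at about 18% in these data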;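 also: higher means more holoenzyme dissociation and a rise in polarization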
Target sequence (P31323 whole entry, looked up, other chains not shown, the tested form may be a part): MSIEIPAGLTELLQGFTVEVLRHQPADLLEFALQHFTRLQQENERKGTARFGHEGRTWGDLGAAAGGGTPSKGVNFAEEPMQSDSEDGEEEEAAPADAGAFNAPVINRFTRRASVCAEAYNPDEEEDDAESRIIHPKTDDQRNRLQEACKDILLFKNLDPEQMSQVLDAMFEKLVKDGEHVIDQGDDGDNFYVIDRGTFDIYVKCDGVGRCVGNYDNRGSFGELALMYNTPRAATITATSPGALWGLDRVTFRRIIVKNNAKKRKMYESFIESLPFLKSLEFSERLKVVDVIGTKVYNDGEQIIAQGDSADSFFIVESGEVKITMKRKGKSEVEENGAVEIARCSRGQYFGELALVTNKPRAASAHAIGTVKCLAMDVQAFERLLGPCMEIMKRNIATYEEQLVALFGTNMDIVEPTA
SUMO Mot1 rescue – yeast Mot1-301 growth rescue at high temperature, primary screen, SUMOylation pathway inhibitor project, S. cerevisiae, ATP luminescence, 38.5C; S. cerevisiae Mot1-301 growth rescue; percent above DMSO median, 100 means doubled; hit rate 1% among 320,000; growth rescue, % at 18.8 µM;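 active = every valid replicate shows activation above 250% relative to neutral control wells; inactive = the rest, any valid replicate at or below 250%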;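 also: OY570 slx delta 5 strain wells were the positive control but not used for scaling; some compounds called inactive have numbers as strong as hits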
MOR-DOR inv ag – inverse agonists of MOR-DOR heterodimerization, primary screen, cell-based, luminescence | Mu-type opioid receptor (Homo sapiens) + Delta-type opioid receptor (Homo sapiens), … | cell-based MOR-DOR heterodimer luminescence, inverse agonism | inhibition, % at 9.3 µM | hit rate 0.21% among 340,000; in the data active = inhibition above about 22%, passing the limit was not always enough;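 also: 0% = cells with DMSO and 100% = wells without cells with DMSO; values of inactives mirror those of a sister screen read the other way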
PKA-R1A activ – activators of PKA-R1A holoenzyme, primary screen, biochemical, fluorescence polarization, Cy5-IP20, bovine R1A, mouse PKAc. cAMP-dependent protein kinase type I-alpha regulatory subunit (Bos taurus) + …. PKA-R1A dissociation; scaled: DMSO 0%, 113 µM cGMP 100%. activation, % at 11.4 µM. hit rate 0.083% among 340,000;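 active = percent activation above the mean of all tested compounds plus 3 SD, cut at about 19% in these data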;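 also: higher means more PKAc released from R1A so a rise in polarization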
Tat transport – E. coli Tat export inhibitors, primary screen, MC4100, TorA-mCherry reporter, fluorescence, single point. AID 488895, 2010. inhibition, % at 10 µM. hit rate 0.036% among 340,000;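 active = mean replicate inhibition at least 50% and at least half of replicates individually reaching 50%; inconclusive = only one of the two criteria met; inactive = neither criterion met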;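 also: exported cargo escapes ClpAP degradation while cytoplasmic cargo is degraded and loses fluorescence; 0% = median of neutral control wells and 100% = median of NaSCN control wells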
HTR5A inv ag – HTR5A inverse agonists in luminescence cell assay, primary screen, counter-screen for OPRM1-OPRD1 heterodimer inverse agonist project, full-deck HTS; 5-hydroxytryptamine receptor 5A (Homo sapiens), P47898; HTR5A cell line, inverse agonism; inhibition, % at 9.3 µM; hit rate 0.083% among 340,000; AID 504634, 2011; in the data active = inhibition mostly above about 23%, no sharp cut-off; inactive = mostly below about 18%;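 also: 0% = cells with DMSO and 100% = no-cell wells with DMSO; some compounds called inactive have numbers as strong as hits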
Target sequence (P47898 whole entry, looked up): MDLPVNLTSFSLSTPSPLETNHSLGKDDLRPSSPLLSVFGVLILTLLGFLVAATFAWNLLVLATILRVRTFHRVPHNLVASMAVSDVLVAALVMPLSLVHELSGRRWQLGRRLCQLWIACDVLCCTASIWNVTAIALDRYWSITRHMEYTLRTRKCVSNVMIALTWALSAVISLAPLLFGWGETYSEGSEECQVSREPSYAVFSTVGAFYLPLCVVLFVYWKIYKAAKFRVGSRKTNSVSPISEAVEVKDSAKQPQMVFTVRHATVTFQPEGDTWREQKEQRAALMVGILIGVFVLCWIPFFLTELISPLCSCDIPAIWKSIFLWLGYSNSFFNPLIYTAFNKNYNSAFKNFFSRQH
Ecoli viability – E. coli V3065 growth inhibition, primary screen, counter-screen for AddAB inhibitor project, absorbance, OD600; inhibition, % at 11.9 µM; 18 h; AID 449728, 2010; hit rate 0.27% among 330,000;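 active = inhibition above the campaign's mean inhibition across all tested compounds plus 3 SD, cut at about 9.9% in these data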;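 also: uninfected addAB+ strain grown without phage in ampicillin broth; 0% = DMSO wells and 100% = ciprofloxacin 0.95 µg/ml wells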
An asterisk follows results filed as active; ? = inconclusive; / = not tested or not shown; + = active, no number.

No.	smiles	phage Ecoli inh	AddAB inh	PfHsp90 yeast 2	OPRM1-OPRD1 ag	PKA-R2B activ	SUMO Mot1 rescue	MOR-DOR inv ag	PKA-R1A activ	Tat transport	HTR5A inv ag	Ecoli viability
1	C=CCn1cc(C(=O)NCC2CCCO2)c(=O)c2cc(S(=O)(=O)N3CCCCCC3)ccc21 (stereo unspecified)	1.6	-0.2	1	0.1	-2	-8	-1	-7	0	8	-2.2
2	COC(CN(C)C(=O)C1CCCN(S(=O)(=O)c2ccc3c(c2)oc(=O)n3C)C1)OC (stereo unspecified)	-0.8	0.8	4	-1.8	6	5	9	-8	?	16	1.5
3	CC(=O)Nc1ccc(NC(=O)c2cc(-n3cnnc3)ccc2Cl)cc1	3.8	-2.7	/	-1.3	-4	9	7	-12	0	-9	-1.2
4	CC/C(=N\NC(=S)Nc1cccc(C)c1)c1ccccc1	0.6	0.6	-31	5.9	5	70	-37	-24	4	5	0.4
5	Cc1cc(NS(=O)(=O)c2ccc(NC(=O)COc3ccc(Cl)cc3Cl)cc2)no1	1.7	-0.3	5	-3.0	-2	0	16	-4	-2	-47	-0.1
6	Cc1ccc(-c2cc(C(=O)N3CCCc4ccccc43)no2)cc1	2.7	1.1	-4	1.2	1	24	-6	-10	6	-7	2.5
7	CC(=O)N1N=C(c2ccc3ccccc3c2)OC12CCCC2	0.1	-1.1	2	3.2	6	2	-16	0	2	3	-2.9
8	COc1ccc(CNC(=O)C(=O)NCCC2CCCCN2S(=O)(=O)c2ccc(C)cc2)cc1 (stereo unspecified)	2.2	0.5	-42	-0.6	0	55	3	-12	3	4	0.6
9	C[C@H](NC(=O)C1CC(=O)N(c2ccc3c(c2)OCCO3)C1)C(=O)NCc1ccco1 (stereo partly specified)	0.9	0.9	15	-3.3	-13	-1	16	-6	1	8	-2.8
10	N#Cc1ccc(C(=O)NCC2CCCCC2)cc1	-0.1	-2.1	8	-0.6	-11	4	4	-1	20	0	0.0
11	CCOC(=O)n1c(=O)n(Cc2ccccc2C)c2ccccc21	3.4	4.4	0	0.6	-11	-21	-3	-18	5	4	2.2
12	CCc1ccc(OCC(=O)N2CCN=C2c2ccccc2)cc1	0.4	2.7	-11	1.8	-13	188	-9	-14	8	15	1.5
13	COC(=O)c1c(N)sc(C(=O)NCCc2ccccc2)c1C	1.3	/	-7	2.0	2	-7	-10	-14	-11	-21	/
14	CC(O)CNCc1ccc(Cl)cc1Cl (stereo unspecified)	1.8	0.5	-1	1.0	-11	14	-7	-5	0	-16	1.3
15	O=C(Cn1c2ccccc2c(=O)c2ccccc21)Nc1ccccc1F	3.8	4.5	-8	-3.0	5	3	15	5	-1	-30	0.8
16	O=c1cc(O)nc(-c2ccc(Cl)cc2)s1	3.7	2.0	6	-2.9	-4	-34	17	-6	-7	12	1.0
17	O=C1c2ccccc2NC2(CCCCC2)N1c1ccc(O)cc1	0.7	2.6	-18	-1.6	3	7	7	-14	-1	1	1.3
18	CCc1nc2ccccc2c(C(=O)OCC(=O)N(C)Cc2ccccc2)c1C	3.5	0.0	5	1.4	0	7	-6	-4	5	-2	0.2
19	COc1c(F)c(F)c(-c2csc(N)n2)c(F)c1F	1.9	0.3	/	-1.7	-4	5	10	-2	7	-11	0.1
20	CC(C)c1nc2oc3c(N4CCNCC4)ncnc3c2c2c1CCC2	0.0	/	8	-1.7	-6	/	9	-7	-2	6	/
21	O=C1[C@H](Cc2ccccc2)NCCCC[C@H](c2ccc(Cl)cc2)N1Cc1ccc(Cl)cc1	1.7	/	2	1.4	-13	/	-8	6	-2	-2	/
22	COc1ccc(OC)c(CNC(=O)CCN2C(=O)COc3ccccc32)c1	1.2	0.9	-23	-0.5	-11	-18	3	-7	-5	-18	1.9
23	Cc1cccc(C)c1NC(=O)C1CSC2(C)CCC(=O)N12 (stereo unspecified)	0.1	-1.5	-10	-2.8	-2	2	15	-1	-2	-20	-0.3
24	COc1cc(NC(=O)CCCc2c[nH]c3ccccc23)cc(OC)c1	-1.9	2.0	-9	-1.9	3	7	10	-3	11	-7	-2.3
25	CCOc1ccc(C(=O)NC(=S)Nc2ncccc2C)cc1[N+](=O)[O-]	-3.3	2.4	3	-2.5	1	16	13	-5	5	-2	-1.6
26	COc1ccc(S(=O)(=O)NNC(=O)c2cccs2)cc1	2.6	4.1	13	1.2	0	4	-6	9	-1	12	-1.0
27	Cc1cc(=O)oc2c(C)c(OC(C)C(=O)N3CC[C@@]4(O)CCCC[C@H]4C3)ccc12 (stereo partly specified)	1.5	1.0	2	-2.5	-4	-3	13	-1	0	-3	0.0
28	CC(=O)NNc1nc(-c2ccc(C)cc2)cs1	2.8	4.3	-14	0.0	-3	8	0	-18	13	-3	-1.5
29	N#CC(C#N)=CC1=C2OC(c3ccccc3)=CC(c3ccccc3)=C2CCC1	-1.4	-0.5	-18	-0.4	6	-5	2	1	-17	7	-0.1
30	O=C(NCc1ccccc1)C1=C[C@@H](c2coc3ccccc3c2=O)C[C@@H](OCCCCO)O1	2.8	-0.8	/	-3.2	-12	12	18	2	-16	12	-1.9
31	CC(C)[C@H](NC(=O)c1ccc(F)cc1)C(=O)N(C)Cc1cccs1	-2.3	1.6	3	-1.7	4	3	7	5	1	8	2.3
32	Cc1cccc(C)c1NC(=O)CNC(=O)c1cnccn1	3.3	-0.7	26	-1.3	-2	-18	7	-6	9	-8	-1.6
33	COC(=O)c1cccc(NC(=O)c2cccnc2C(=O)O)c1C	3.2	3.7	-13	-4.2	-2	-8	22	3	-10	-3	3.7
34	Cc1ccc(-n2c(C)cc(/C=C3/C(=N)N4C(c5ccccc5)=CSC4=NC3=O)c2C)cc1	-0.2	0.2	-22	-3.7	2	/	19	17	-5	-10	0.8
35	CN1CCN(C(=O)c2ccccc2NC(=O)CCN2C(=O)c3ccccc3C2=O)CC1	2.8	0.4	3	-1.0	11	336*	5	-9	-1	5	-0.5
36	N#Cc1ccc(C(=O)OCC(=O)N2CCN(C(=O)c3ccco3)CC2)cc1	2.2	-1.9	-38	-4.1	2	-18	21	-8	5	6	-0.4
37	O=C(c1ccccc1)c1ccc(OC(=O)N2CCCC2)cc1	0.5	2.4	17	0.1	-2	-6	-1	6	-4	-16	-0.4
38	COc1cccc(OCC(Cn2cnc3ccccc32)OC(C)=O)c1 (stereo unspecified)	5.0	-1.8	12	-1.1	-3	10	8	-9	-6	4	-1.9
39	Cc1cccc(/C=C2\Sc3ccc(C(=O)N4CCOCC4)cc3N(C)C2=O)c1	0.6	4.6	6	0.2	-7	246	-1	-8	-2	15	2.3
40	C[N+](C)(C)CCCCCCC(=O)/C=N/O	3.2	0.5	2	0.8	-6	5	-5	2	4	12	-0.9
41	C=CCn1c(SCC(=O)N2CCc3ccccc3C2)nnc1-c1ccncc1	2.1	5.8	7	-1.4	-2	3	8	-5	-4	-18	2.2
42	COc1ccc2nc(NC(=O)Cn3cnc4c(=O)n(C)c(=O)n(C)c43)sc2c1	2.1	-3.0	-5	/	-17	100	/	6	4	/	-3.3
43	c1ccc(CSc2n[nH]c(-c3ccco3)n2)cc1	0.1	0.3	-16	-2.1	-22	-5	12	-12	0	-3	0.5
44	O=C(CCCc1c[nH]c2ccccc12)NCc1ccccc1F	2.3	0.8	-5	0.8	2	-11	-5	2	-5	-13	-2.1
45	O=C(Cn1cnc2ccccc2c1=O)NCCC(=O)N1CCN(c2ccccc2)CC1	2.0	1.1	-54	-3.2	0	74	17	0	-8	1	1.9
46	CC(C)(C)NC(=O)C(c1cccs1)N(CC1CCCO1)C(=O)Cn1nnc(-c2cccs2)n1 (stereo unspecified)	0.1	-0.6	22	0.8	6	65	-5	-9	4	7	-2.2
47	Fc1ccccc1/C=N/Nc1nn[nH]n1	0.2	0.9	1	-1.4	9	-7	8	0	-8	-37	3.5
48	CC(C)(C)C(=O)N1CCN(c2nc3ccccc3o2)CC1	0.9	4.8	/	-3.4	-8	-4	17	-10	4	-5	0.0
49	CCCCc1nc2sc3c(=O)n(N)cnc3c2c2c1CCCC2	5.4	3.3	-11	1.1	-3	240	-8	-6	0	4	2.4
50	COC(=O)[C@@]12CCCCN1[C@H](c1ccc(-c3cccc(Cl)c3)c(OC)c1)[C@@H]1C(=O)N(C)C(=O)[C@@H]12	0.5	0.4	-5	2.3	-9	6	-13	-12	4	1	-2.4
51	COc1ccc(CNC(=O)C2CCCN(S(=O)(=O)N3CC(C)CC(C)C3)C2)c(OC)c1 (stereo unspecified)	1.0	3.0	-30	-0.9	4	59	4	11	-6	9	1.2
52	COC(=O)c1sccc1NC(=S)N1CCCCC1	1.6	0.2	68	-0.3	-7	+	2	-19	8	-3	0.6
53	CCOC(=O)N/N=C\c1ccc(-c2cc(Cl)ccc2Cl)o1	4.4	-0.1	11	1.2	-4	148	-6	4	-7	8	3.7
54	Cc1ccc(NC(=O)CN2C(=O)NC(Cc3ccccc3)C2=O)cc1 (stereo unspecified)	4.1	2.1	12	-4.0	-11	5	18	-6	-5	14	2.8
55	O=C(NCC(=O)N1CCN(S(=O)(=O)c2ccc3c(c2)OCCO3)CC1)c1ccccc1Cl	-1.6	2.6	/	-2.8	7	0	12	-7	0	15	-1.6
56	CCCCNC(=S)NC1CCCC1	4.1	0.0	-23	-1.6	-6	0	8	-12	-1	-5	0.7
57	Cc1nnc2sc(SCc3ccc(Br)cc3)nn2c1=O	1.3	4.0	13	-2.5	-6	4	12	1	-1	13	-1.0
58	COc1ccc(C2(C(=O)c3ccccc3)C(=O)c3ccccc3C2=O)cc1	/	1.8	3	-1.8	7	0	9	6	-8	-36	-0.1
59	CC(=O)c1ccc(NC(=O)CSc2nc3nn(-c4ccccc4)c(=O)c-3c3n2CCCCC3)cc1	2.7	/	/	-0.2	2	/	1	-10	-9	4	/
60	Cc1ccc(OC(=O)C23CC4CC(CC(C4)C2)C3)c(C)n1	1.5	-0.2	-7	-0.3	-8	3	2	-2	3	10	-2.8
61	COc1ccc(CN=CC2=C(O)CC(C)(C)CC2=O)cc1	2.2	-1.6	5	-0.1	-1	103	1	6	5	17	-1.7
